High-throughput results deposited in PubChem BioAssay by Southern Research Specialized Biocontainment Screening Center.
influenza NS1A – NS1A inhibition, H1N1 influenza, cell based functional assay (AID 504329); 340,000 tested, 0.3% active; NS1A functional cell-based assay, percent inhibition; higher % means a stronger effect; one-dose inhibition, % at 12.5 µM; IC50 in µM for titrated hits; in the data active = a potency from the dose series; inconclusive = inhibition above about 27% without an active follow-up result; also: strong numbers were not always called active
PhoP GFP inhibition – Inhibition of PhoP regulon, Salmonella typhi GFP reporter cells, confirmation, 4 h (AID 1850); 310,000 tested, 0.33% active; Salmonella Typhi PhoP-promoter GFP reporter, fluorescence, 4 h; higher % means a stronger effect; inhibition, % at 50 µM, or IC50 in µM where a hit was titrated; in the data active = a potency from the dose series; inconclusive = inhibition mostly from about 25% at the one dose, without a potency; inactive = the rest, 99 in 100 with inhibition below about 19%;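 also: 0% = induced wells with vehicle and 100% = uninduced wells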
M. tuberculosis HTS – M. tuberculosis growth inhibition, HTS (AID 449762). one-dose inhibition, % at 25 µM; IC50 in µM for titrated hits. M. tuberculosis H37Rv growth inhibition, 7H9 media; higher % means a stronger effect. 330,000 tested, 0.59% active; in the data active = a potency from the dose series; inconclusive = inhibition above about 70% without an active follow-up result;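 also: bacterial growth assessed after seven days of incubation; strong numbers were not always called active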
M. tuberculosis – growth inhibition of non-replicating M. tuberculosis (AID 488890); Mycobacterium tuberculosis non-replicating, growth inhibition; higher % means a stronger effect; one-dose inhibition, % at 25 µM; IC50 in µM for titrated hits; 320,000 tested, 0.39% active; in the data active = a potency from the dose series; inconclusive = inhibition mostly from about 82% at the one dose, without a potency; inactive = the rest, 99 in 100 with inhibition below about 76%;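 also: plate controls were DMSO cells for no effect and high antibiotic wells for full effect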
inhibitors of VEEV – inhibitors of VEEV TC-83 cytopathic effect, confirmation, Vero cells (AID 588727). Vero cells, VEEV TC-83 cytopathic effect inhibition; higher % means a stronger effect. one-dose inhibition, % at 20 µM; IC50 in µM for titrated hits. 350,000 tested, 0.13% active; in the data active = a potency from the dose series; inconclusive = inhibition mostly from about 14% at the one dose, without a potency; inactive = the rest, 99 in 100 with inhibition below about 12%; also: strong numbers were not always called active
inhibitors of VEEV 10K pilot screen – second read-out of inhibitors of VEEV, no call of its own (marks repeat the call); inhibition, %; measured here: 10K pilot screen inhibition
Starred values were filed as active, the others as inactive; i = inactive; ? = inconclusive; / = not tested or not shown.

SMILES	influenza NS1A	PhoP GFP inhibition	M. tuberculosis HTS	M. tuberculosis	inhibitors of VEEV	others
CCCc1nn(C)c2c(=O)[nH]c(-c3ccccc3OCC)nc12	-3.9%	-5.1%	-0.7%	7.3%	0.3%
CCOc1ccccc1NC(=O)Cc1ccccc1OC	-2.3%	-4.5%	6.0%	25.8%	0.6%
CCN(CC(=O)Nc1cccc(S(N)(=O)=O)c1)Cc1nc2ccccc2c(=O)[nH]1	-6.2%	-2.6%	-1.5%	1.3%	1.5%
CC(=O)c1c(C)[nH]c(C(=O)Nc2cccc(C)c2C)c1C	3.1%	7.2%	9.1%	-0.9%	4.2%
CCn1c(SCC(=O)Nc2ccc(F)cc2F)nc2c(c1=O)SCC2	-4.5%	-8.1%	6.8%	3.3%	6.6%
O=C(N/C(=C/c1cccs1)C(=O)N1CCOCC1)c1cccs1	-8.1%	-12.6%	-3.7%	19.4%	0.2%
CC1=CC(C)(C)N(C(=O)C(C)N2C(=O)c3ccccc3C2=O)c2ccc(C)cc21 (centres undefined)	2.5%	-5.4%	2.4%	3.3%	0.8%
O=C(N/N=C/c1ccc([N+](=O)[O-])s1)c1ccccc1Br	2.5%	74µM*	?	?	1.2%
COCCn1c(SCC(=O)c2ccccc2)nc2c(c1=O)SCC2	-0.1%	-12.9%	3.2%	15.5%	1.8%
CCCN1CCc2c(sc(NC(=O)c3ccc(S(=O)(=O)N4CCN(C(=O)OCC)CC4)cc3)c2C(N)=O)C1	-1.9%	-9.2%	6.0%	14.7%	10.2%
COc1ccccc1-c1cccc([C@@H]2C[C@H]3[C@H](CON3C)CN2Cc2cc(Cl)cc(Cl)c2)c1	7.6%	/	/	/	5.2%
Cc1ccccc1N(CC(=O)N/N=C/c1cc(C)n(-c2ccccc2C)c1C)S(C)(=O)=O	5.7%	-7.7%	7.6%	52.1%	7.2%
COc1ccc(/C=C/C(=O)OCC(=O)Nc2ccc(N3CCOCC3)cc2)cc1OC	6.4%	2.8%	9.2%	12.8%	2.2%
Cc1ccc(S(=O)(=O)N2CC3(C)CN(S(=O)(=O)c4ccc(C)cc4)CC(C)(C2)C3O)cc1 (centres undefined)	7.4%	0.6%	-4.1%	7.0%	i
CCC(=O)N/N=C(\C)CC(=O)Nc1ccc2ccccc2c1	9.5%	1.0%	?	74.2%	i
CC(c1ccccc1)N1CCc2[nH]c(=S)[nH]c(=O)c2C1 (centres undefined)	-5.6%	-3.8%	-7.3%	-2.4%	0.6%
Cc1noc(/C=C/N(C)C)c1S(=O)(=O)N(C)CC(=O)NC1CCCCC1	-0.6%	7.3%	4.2%	32.0%	0.6%
c1ccc2oc(-c3ccc(Nc4nc(N5CCCCC5)nc(N5CCOCC5)n4)cc3)nc2c1	/	23.7%	-5.8%	6.4%	/
CC(NC(=O)CN1C(=O)NC2(CCCCCCC2)C1=O)c1ccccc1 (centres undefined)	3.5%	/	-3.9%	-0.4%	0.5%
CCOC(=O)COc1nc(Nc2ccccc2C)nc(N(C)C)n1	-1.4%	2.0%	-3.4%	33.0%	2.3%
O=S(=O)(c1cccs1)N1CCN(CCOc2ccccc2)CC1	-1.3%	/	/	/	3.8%
COc1ccc(NS(=O)(=O)c2ccc(NS(=O)(=O)c3ccc(C)cc3)cc2)nn1	7.9%	7.5%	-11.2%	-4.6%	6.9%
COc1ccc(C(=O)C[n+]2ccc3c(c2)nc(-c2cc(OC)c(OC)cc2OC)n3C)cc1	-4.0%	5.5%	10.5µM*	?	1.4%
CCCCc1ccc(NC(=O)N[C@@H](CC(C)C)C(=O)O)cc1	3.1%	-5.5%	-4.9%	27.6%	0.8%
CC1=CC(C)(C)Nc2ccc(OC(=O)CN3C(=O)C4CCCCC4C3=O)cc21 (centres undefined)	3.7%	-6.5%	1.2%	47.4%	5.5%
CCN(CC)S(=O)(=O)c1cccc(NC(=O)c2cc(=O)[nH]c3ccccc23)c1	2.0%	0.0%	-7.6%	-0.4%	1.5%
N/C(=N\OC(=O)c1ccccc1)c1cccnc1	-15.1%	-1.8%	-1.5%	4.1%	0.5%
O=C(c1ccc(CN2CCc3ccccc3C2)cc1)N1CCCCC1	10.2%	0.7%	3.9%	38.7%	2.2%
O=C(NCc1cccs1)c1cc2ccccc2o1	8.8%	-2.1%	8.4%	73.4%	5.3%
O=C(COC(=O)CNC(=O)c1ccccc1F)Nc1ncc(Cl)cc1Cl	-7.9%	/	-0.9%	-13.7%	0.5%
CC(=O)N=C1C=CC(=CN(O)C(C)(C)Cc2ccccc2)C=C1	-5.4%	7.0%	-4.6%	2.1%	0.5%	inhibitors of VEEV 10K pilot screen=0.7
CCOC(=O)[C@@H]1[C@H]2COc3cc(OC)ccc3[C@@H]2N2C(=O)N(c3ccc(Cl)cc3)C(=O)[C@@]12C	12.8%	-7.5%	-6.5%	21.0%	2.6%
COc1ccc(CNCCCSc2ncccn2)c(OC)c1	-0.2%	-1.0%	6.6%	10.5%	1.0%
CC(C)Oc1ccc(C(=O)N2CCN(C(=O)c3ccco3)CC2)cc1	-8.0%	-3.4%	-4.0%	3.4%	5.0%
Cc1nc2nc(C)c(NS(=O)(=O)c3ccc(CC(C)C)cc3)c(=O)n2[nH]1	7.5%	6.8%	5.5%	1.8%	0.9%
COC(=O)C1CCN(C(=O)/C=C/c2ccc(OC)cc2)CC1	1.4%	-4.8%	-2.8%	9.3%	0.2%
CN(Cc1cc([N+](=O)[O-])ccc1Cl)C(=O)C[n+]1ccccc1	-20.7%	-7.6%	-2.9%	6.3%	1.3%
COc1cccc(NC(=O)CNS(=O)(=O)c2ccc3nc(C)sc3c2)c1	-5.6%	-6.0%	-5.1%	5.3%	10.0%
Cc1ccc(-c2nc(Cl)nc3ccccc23)cc1	1.3%	-7.7%	-1.7%	1.8%	2.0%
CC(=O)NS(=O)(=O)c1ccc(N=NN2CCOCC2)cc1	-8.6%	-0.9%	-0.1%	-3.9%	i
CC1CN(C(=O)c2ccccc2Oc2ccccc2)CC(C)O1 (centres undefined)	-11.4%	-4.9%	6.3%	-4.5%	i	inhibitors of VEEV 10K pilot screen=0.4
CCOC(=O)CCCn1c(C)nc(=O)c(-c2ccccc2)c1C	-11.9%	-5.4%	-4.1%	-7.2%	i
Cc1cc(OC(C)C(=O)NCC(O)c2ccccc2)c2c3c(c(=O)oc2c1)CCCC3 (centres undefined)	-7.7%	0.9%	4.2%	9.5%	7.5%
CC(/C=C/C=C/c1ccccc1)=N/NC(=O)CNc1ccc(C)cc1	-10.5%	1.4%	8.2%	4.7%	i
Cc1ccc(C)c(NS(=O)(=O)c2c(C)nc3sccn3c2=O)c1	-10.2%	-16.1%	-4.9%	0.3%	3.1%
O=C(/C=C/c1ccc(O)cc1)c1ccc(NC2=C(N3CCCCC3)C(=O)c3ccccc3C2=O)cc1	5.9%	14.7%	12µM*	?	?
Cc1ccc(C)c(-n2c(Cc3cc(=O)[nH]c(=O)[nH]3)nnc2SCC(=O)NCC2CCCO2)c1 (centres undefined)	9.1%	-1.1%	-4.2%	-1.6%	2.7%
CC(C)(C)C(=O)NCCn1ccc2ccccc21	21.1%	-11.1%	-3.3%	12.0%	1.3%
Cc1sc2ncnc(OCC(=O)NCc3cccs3)c2c1C	-2.2%	-8.4%	2.9%	0.4%	1.1%
CN(C)CCC=C1c2ccccc2CCc2ccccc21	0.1%	6.8%	-1.8%	74.3%	4.7%
O=C(O)CCC(=O)Nc1nnc(C(F)(F)F)s1	-5.2%	6.1%	5.8%	-5.5%	0.0%
O=C1c2ccccc2C(=O)C12OC2c1cccc2ccccc12 (centres undefined)	-7.8%	-7.4%	0.5%	-2.3%	0.1%
c1cc2c3c(cccc3c1)NC1(CCC3(CC1)Nc1cccc4cccc(c14)N3)N2	26.1%	-0.8%	65.5µM*	13.8%	i
O=C1c2cccc3cccc(c23)C(=O)N1Cc1cccnc1	1.6%	-4.5%	-6.9%	-1.2%	0.9%
CCN(CC(=O)Nc1cc(Cl)ccc1-n1cncn1)Cc1nc2ccccc2c(=O)[nH]1	-13.5%	/	3.8%	2.4%	2.5%
Cc1ccc(-c2noc(CNS(=O)(=O)c3ccccc3)n2)cc1	-1.0%	-2.1%	4.8%	25.6%	2.6%
O=C(NCc1ccccc1Cl)c1cccc(C(F)(F)F)c1	10.7%	0.9%	9.0%	15.6%	i
COc1ccc(Br)cc1CNC(=O)C1CCCN(S(C)(=O)=O)C1 (centres undefined)	3.4%	-3.4%	0.1%	-16.2%	0.4%
CSCC[C@H](NC(=O)C1CCCC1)c1nc2ccccc2[nH]1	-3.0%	0.4%	-0.2%	-6.4%	1.1%
Cc1c(C(=O)N2CC(C)OC(C)C2)sc2nc(-c3ccc(F)cc3)cn12 (centres undefined)	10.1%	-0.8%	-7.7%	-1.4%	1.9%

(further entries)
SMILES	influenza NS1A	PhoP GFP inhibition	M. tuberculosis HTS	M. tuberculosis	inhibitors of VEEV	others
CC1CCN(C(=O)COC(=O)[C@H](C)NS(=O)(=O)/C=C/c2ccccc2)CC1	-4.8%	1.4%	-10.2%	-7.5%	0.3%
CCCCCCC(=O)N(O)C1CC(=O)N(c2ccc(C)cc2)C1=O (centres undefined)	-4.2%	5.5%	23.9%	?	4.9%
O=C(Nc1ccc(F)cc1)c1ccc(S(=O)(=O)NCc2cccnc2)cc1	8.4%	-0.1%	7.3%	-11.9%	i
CCOC(=O)c1nc(Nc2cccc(C)c2)c2ccccc2n1	-2.0%	0.1%	-3.4%	18.2%	5.9%
O=C1CSC(c2ccccc2Cl)N1 (centres undefined)	-1.9%	-7.4%	2.6%	-2.2%	0.9%
COc1ccc(NC(=O)C(C)N2c3cccc4cccc(c34)S2(=O)=O)cc1 (centres undefined)	1.3%	-4.3%	-2.8%	10.6%	1.6%
CN1CCN(C(=O)CSc2nc(-c3ccco3)cc(C(F)(F)F)n2)CC1	-11.8%	-5.7%	1.5%	-7.2%	i
COc1ccc(OCCCCn2c(CO)nc3ccccc32)cc1	-8.8%	-1.2%	11.7%	69.5%	1.1%
COc1cc(NC(=O)c2ccc(COc3ccccc3Br)o2)cc(OC)c1OC	-19.4%	11.5%	44.3µM*	12.7%	5.7%
O=C1CN(C(=O)COC(=O)CCc2ccccc2)c2ccccc2N1	-1.9%	/	-1.5%	-16.9%	i
O=C(Nc1ccccn1)c1ccc(S(=O)(=O)N2CCCCC2)cc1	-0.6%	6.1%	-0.2%	10.8%	10.2%
Cc1ccc(NC(=O)c2oc3ccccc3c2C)nc1	-10.6%	6.8%	52.0%	27.4%	4.7%
COc1ccnc(-n2cccc2C#N)c1C#N	1.2%	13.1%	-1.0%	-8.8%	0.6%	inhibitors of VEEV 10K pilot screen=0.8
COc1c(O[C@@H]2O[C@H](CO)[C@@H](O)[C@H](O)[C@H]2O)cc2c(c1OC)-c1ccc(SC)c(=O)cc1C(NC(C)=O)CC2 (some centres undefined)	-10.4%	1.0%	2.2%	-9.5%	i
COCc1ccc(-c2c(-c3cc(OC)cc(OC)c3)oc(=O)c3cc(OC)c(OC)cc23)cc1	9.6%	/	29.4%	-13.5%	0.5%
Cc1cc(C)n(C(=O)CCN2C(=O)c3ccccc3C2=O)n1	0.9%	-7.1%	-3.9%	-3.9%	0.4%
COc1cc(/C=N/OCC(=O)NC23CC4CC(CC(C4)C2)C3)ccc1OCc1ccccc1	-1.6%	-2.6%	14.1%	14.5%	1.8%
CC(Sc1nnc(CN2CCCC2)n1Cc1ccccc1)C(=O)Nc1ccc(F)c(F)c1F (centres undefined)	0.8%	/	/	/	9.0%
CCOC(=O)c1sc(NC(=O)CSc2nc3ccccc3s2)c(C(=O)OCC)c1C	/	-3.8%	12.6%	1.1%	/
O=C1C=CC(=O)N1Nc1ccc(Br)cc1	4.5%	-20.2%	-9.5%	-7.7%	0.4%

Retrieved one by one from above, 5 records:
SMILES	influenza NS1A	PhoP GFP inhibition	M. tuberculosis HTS	M. tuberculosis	inhibitors of VEEV	others
Cc1ccc(NC(=O)c2oc3ccccc3c2C)nc1	-10.6%	6.8%	52.0%	27.4%	4.7%
Cc1cc(OC(C)C(=O)NCC(O)c2ccccc2)c2c3c(c(=O)oc2c1)CCCC3 (centres undefined)	-7.7%	0.9%	4.2%	9.5%	7.5%
CN(C)CCC=C1c2ccccc2CCc2ccccc21	0.1%	6.8%	-1.8%	74.3%	4.7%
Cc1ccc(C)c(-n2c(Cc3cc(=O)[nH]c(=O)[nH]3)nnc2SCC(=O)NCC2CCCO2)c1 (centres undefined)	9.1%	-1.1%	-4.2%	-1.6%	2.7%
O=C(/C=C/c1ccc(O)cc1)c1ccc(NC2=C(N3CCCCC3)C(=O)c3ccccc3C2=O)cc1	5.9%	14.7%	12µM*	?	?
